SENP8 block-1: inhibitors of human SENP8 protease; inhibition, % at 20 µM; AID 602440; Q96LD8; recombinant SENP8, Nedd8 substrate fluorescence; 0.64% of 360,000 active; in the data active = inhibition mostly above about 40%, no sharp cut-off; inactive = mostly below about 27%
Target sequence (Q96LD8 whole entry, looked up): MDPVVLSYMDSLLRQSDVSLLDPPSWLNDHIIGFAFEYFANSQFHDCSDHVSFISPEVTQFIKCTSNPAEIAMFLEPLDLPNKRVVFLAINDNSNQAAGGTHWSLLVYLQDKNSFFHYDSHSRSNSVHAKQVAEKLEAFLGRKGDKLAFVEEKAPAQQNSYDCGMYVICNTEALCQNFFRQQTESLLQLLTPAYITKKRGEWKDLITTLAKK
HKDC1 inhibitor: blocks human hexokinase HKDC1 activity; recombinant HKDC1, G6PDH/diaphorase resazurin coupled fluorescence; inhibition, % at 20 µM; 0.16% of 340,000 active; Q2TB90;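 active = inhibition above about 35% when tested at 20 µM, limit read from the data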;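 also: plate controls were DMSO wells with enzyme for no effect and DMSO wells lacking enzyme for full effect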
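Assay system – recombinant HKDC1 (HK5) hexokinase enzyme, produced in-house · Input – HKDC1 at 5 µg/mL · Reagent – glucose plus 1 mM ATP as hexokinase substrates · Timing – 90 min reaction incubation at room temperature, dark · Measured by – G6PDH/diaphorase-coupled fluorescence, 1 mM NADP, 100 µM resazurin, 525/613 nm · Benchmarks – DMSO-enzyme wells negative, buffer-substituted wells positive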
SENP8 block-2: SENP8 protease inhibition | AID 2540 | inhibition, % at 10 µM | 1.2% of 330,000 active | purified SENP8, Z-RLRGG-aminoluciferin cleavage, luminescence | Q96LD8; in the data active = inhibition above about 50%
SENP1 inh: inhibitors of human SENP1 SUMO protease catalytic domain; inhibition, % at 10 µM; AID 624204; Q9P0U3; recombinant SENP1 catalytic domain, CyPet-SUMO1-YPet FRET cleavage; 0.21% of 360,000 active;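 active = inhibition at least 30% at 10 µM, raw YFP signal under a set limit, fluorescence ratio 0.5 to 1.5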;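 also: 0% = enzyme with DMSO and 100% = no enzyme wells; some results filed as inactive read as strong as hits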
Target sequence (Q9P0U3 419-644 limits assumed): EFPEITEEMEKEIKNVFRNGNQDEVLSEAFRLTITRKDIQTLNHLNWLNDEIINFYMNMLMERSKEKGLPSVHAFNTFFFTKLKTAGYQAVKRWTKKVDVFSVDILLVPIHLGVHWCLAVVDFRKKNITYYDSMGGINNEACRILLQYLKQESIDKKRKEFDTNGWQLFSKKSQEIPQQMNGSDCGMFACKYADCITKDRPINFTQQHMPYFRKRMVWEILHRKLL
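material = recombinant human SENP1 catalytic domain, His6-tagged | quantity = 20 pM enzyme | reagent = 25 nM SUMO1 FRET substrate | compound dosing = 10 µM single point, 0.5% DMSO | timing = 50 min enzyme reaction, room temperature, light-protected | detection = FRET, CFP and YFP emission | control set = no-enzyme low, enzyme-DMSO high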
SENP7 inh: inhibitors of human SENP7 protease. inhibition, % at 5 µM. 1.5% of 330,000 active. Q9BQF6. recombinant SENP7, Z-RLRGG-aminoluciferin luminescence, 40 min;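 active = inhibition above about 50% at the single test dose, limit read from the data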;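 also: plate controls were DMSO with enzyme for no effect and no enzyme buffer wells for full effect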
Target sequence (Q9BQF6 706-1050 limits assumed): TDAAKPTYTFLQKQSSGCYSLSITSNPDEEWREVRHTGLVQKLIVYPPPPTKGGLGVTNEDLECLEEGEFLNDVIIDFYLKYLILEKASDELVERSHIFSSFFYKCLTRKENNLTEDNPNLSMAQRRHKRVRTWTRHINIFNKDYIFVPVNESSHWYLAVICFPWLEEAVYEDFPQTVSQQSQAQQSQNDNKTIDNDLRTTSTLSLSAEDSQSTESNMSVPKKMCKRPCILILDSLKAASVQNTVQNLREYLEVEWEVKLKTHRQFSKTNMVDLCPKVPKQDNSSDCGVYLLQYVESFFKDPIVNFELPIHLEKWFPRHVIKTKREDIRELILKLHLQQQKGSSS
PfGluPho inh: PfG6PD (Plasmodium falciparum) enzyme inhibition. PfGluPho enzyme, NADPH resazurin-diaphorase fluorescence. inhibition, % at 20 µM. 0.78% of 350,000 active. AID 504690;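 active = inhibition reaching at least a set limit at 20 µM in the primary screen, cut at about 59% in these data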;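 also: 0% = DMSO wells with substrate and 100% = DMSO wells lacking glucose-6-phosphate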
Apaf1 inhib: blocks human Apaf-1 apoptosome activity; inhibition, % at 20 µM; O14727; 0.71% of 330,000 active; AID 489030; reconstituted apoptosome caspase-3 activity, DEVD-Rh110 fluorescence; active = inhibition of at least 40% at 20 µM;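 also: plate controls were DMSO wells for no effect and DEVD-CHO caspase inhibitor wells for full effect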
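Material: cell-free apoptosome with Apaf-1, procaspase-3 and caspase-9; Buffer or medium: Hepes pH 7.5 with detergent and BSA; Reagent: cytochrome c trigger plus (Z-DEVD)2-Rh110 caspase-3 substrate; Times: compound with Apaf-1, dATP, procaspase-3 30 min, then 50 min reaction, room temperature; Technique: Rh110 fluorescence intensity.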
NLRP3 yeast inh: NALP3 inhibition in yeast; Yeast reconstituted NLRP3/ASC/caspase-1, beta-gal luminescence, 24 h; inhibition, % at 10 µM; 0.39% of 330,000 active;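 active = inhibition of 50% or more; inactive = inhibition below 50%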;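 also: plate controls were induced DMSO wells for no effect and uninduced yeast grown without galactose for full effect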
SENP6 block: inhibitors of human SENP6 protease; inhibition, % at 10 µM; Recombinant SENP6 catalytic domain, aminoluciferin luminescence; 1.8% of 330,000 active;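 active = inhibition above about 50% at the single tested dose, limit read from the data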;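 also: plate controls were DMSO wells with enzyme for no effect and DMSO wells lacking enzyme for full effect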
An asterisk follows results filed as active; . = no result given.

SMILES	SENP8 block-1	HKDC1 inhibitor	SENP8 block-2	SENP1 inh	SENP7 inh	PfGluPho inh	Apaf1 inhib	NLRP3 yeast inh	SENP6 block
Cn1c(NC(=O)c2ccco2)c(-c2ccccc2)c(=O)c2ccccc21	5	-3	-1	3	0	0	-5	6	-7
CCOC(=O)c1ccc(S(=O)(=O)N2CCN(C(=O)c3cc(=O)c4ccccc4o3)CC2)cc1	-2	1	4	4	-3	6	-1	16	-10
O=C(O)CCCC(=O)OCCc1cc2ccccc2c(=O)o1	3	-3	-1	1	-1	6	4	-2	6
CC(C)NC(=O)C(=O)NCCCN1CCOCC1	11	-7	-7	2	7	-2	11	10	16
O=C(NCc1ccc(F)cc1)c1cc(S(=O)(=O)N2CCCCC2)ccc1N1CCOCC1	-17	0	-1	0	-4	-8	7	6	-12
COc1cc(/C=C2/C(=N)N3C=CSC3=NC2=O)ccc1OCCCOc1ccccc1C	6	-6	-4	-82	1	-6	5	17	-17
NS(=O)(=O)c1ccc(NC(=O)CSc2n[nH]c(=O)n2C2CC2)cc1	13	-4	12	2	-4	-14	-9	10	13
CCc1ccc(N2CC(C(=O)Nc3ccc(C)c(S(=O)(=O)N4CCOCC4)c3)CC2=O)cc1 (stereo not given)	10	2	-4	0	-4	-10	29	8	-14
Clc1ccc(CNC2CCCC2)cc1	13	-11	1	2	-1	-13	-23	18	4
CCn1c(SCC(=O)Nc2nnc(C)s2)nnc1C(C)NC(=O)c1ccccc1F (stereo not given)	12	-6	-1	1	-2	-1	-3	4	2
COC(=O)Cn1c(=O)c(=O)n(CC(=O)OC)c2ccccc21	-137	-5	-1	3	-8	8	2	-10	-2
COc1ccc(N(CC(=O)O)S(=O)(=O)c2ccccc2[N+](=O)[O-])c(OC)c1	8	8	-2	4	-9	-24	-11	13	14
CC(C)NS(=O)(=O)c1ccc(OCC(=O)NC2CCCCCC2)cc1	4	-4	-7	2	0	3	-4	10	-11
O=C(c1ccccc1)N1N=C(c2ccccc2)CC1c1ccccc1O (stereo not given)	6	5	1	1	3	8	19	27	4
CCCCC(=O)Nc1nnc(SCC(=O)N2CCN(c3ccccc3OC)CC2)s1	-1	1	-3	3	-1	-4	-9	15	-11
CC(C)C(=O)N(Cc1cc(=O)[nH]c2ccccc12)c1ccccc1	-4	3	-3	1	0	-5	-1	10	-15
CCOC(=O)Cc1csc(NC(=O)c2ccco2)n1	2	2	2	1	-3	-13	-16	12	-14
CCCSc1nc2c(c(=O)n(C)c(=O)n2C)n1C	11	-1	1	3	-2	-4	3	6	5
O=C1COc2ccc(S(=O)(=O)Nc3cccc(Cl)c3)cc2N1	2	7	1	3	2	-13	1	2	3
Cc1cc(-c2nn(C)c(=O)c3ccccc23)cc(C)c1O	15	-3	3	0	1	-4	-5	8	-4
Cc1cc(C)n2nc(C(=O)OCC(=O)NCc3ccccc3)nc2n1	18	-3	-2	1	7	-3	0	1	1
COc1ccc(CC(=O)c2ccc(O)cc2O)cc1	9	-4	2	-1	-3	-8	-6	25	-13
COc1ccccc1CNC(=O)COc1ccc(S(=O)(=O)N2CCOCC2)cc1C	6	-4	-4	-1	-3	7	14	-7	-10
COc1ccc(OC)c(C(C)NC(=O)Nc2cccc(C(C)=O)c2)c1 (stereo not given)	2	-1	-10	1	-11	-14	10	-3	-11
CC(=O)Nc1ccc(S(=O)(=O)NCCSCc2ccccc2Cl)cc1	30	-2	-6	4	10	-6	1	10	4
Cc1ccc(SC(C)C(=O)N2CCC(C(N)=O)CC2)cc1 (stereo not given)	26	-2	0	3	-3	2	-21	-3	-8
Nc1cc(S(=O)(=O)N2CCCCC2)ccc1Oc1ccccc1	2	-8	-1	0	5	-2	16	-4	-8
Cc1cc(-c2n[nH]c(=S)n2/N=C/c2sccc2C)n[nH]1	36	-8	-2	2	3	45	5	14	-18
C[C@@]12C(=O)Nc3cc(F)ccc3C(=O)N1[C@H]1c3ccccc3OC[C@@H]1[C@@H]2c1ccccc1	-1	9	10	-14	-3	-8	2	18	-11
Cc1cccc(NC(=S)NC(=O)c2cc(-c3ccccc3)nc3ccccc23)c1	20	-1	-1	-2	-3	-6	10	13	-19
O=C(/C=C/c1ccccc1Cl)c1ccccc(=O)c1O	4	-2	.	-47	.	3	.	.	.
COc1ccc2cc3cc(C(=O)Nc4ccc5c(c4)OCO5)oc3nc2c1	-27	0	12	14	4	-14	-2	16	-2
CCOC(=O)c1ccc(N2CCOCC2)c(NC(=O)c2c(-c3ccccc3)noc2C)c1	-2	3	3	5	-2	-2	4	20	-13
COc1ccc(-c2csc(Nc3ccccc3)n2)cc1	8	-7	22	1	9	22	16	14	-11
Cc1cc(C(=O)NCCCC(=O)O)c(C)o1	24	-2	-1	1	-4	-13	-6	-5	-4
O=C(/C=N/O)NCc1cccnc1	8	-11	-1	2	-1	-20	-5	9	-22
Cc1nc2nc(SCC(=O)N3CCOCC3)nn2c(C)c1Cc1ccccc1	17	-4	-1	1	-2	-14	5	0	-19
COc1ccc(Nc2cc(C)nc3nc(C)nn23)c(OC)c1	0	0	-3	-50	9	-13	7	9	3
CN(Cc1ccco1)c1ncnc2ccc(-c3ccoc3)cc12	-174	-6	2	0	10	14	-8	4	-8
CN(Cc1ccccc1)c1nc2c(c(=O)[nH]c(=O)n2C)n1Cc1ccccc1	8	10	-10	-1	-8	-7	4	7	-7
CC#CCCCC(=O)Nc1cccc(C(=O)O)c1	13	2	-7	0	22	-5	-3	12	46
O=[N+]([O-])c1cc([N+](=O)[O-])c(Oc2ccccc2F)cc1NN1CCCCC1	28	0	6	2	-2	-10	0	7	4
S=c1[nH]nc(-c2ccc(Cl)cc2Cl)n1-c1ccc2c(c1)OCCO2	6	5	4	1	7	57	-3	14	-11
CCC(=O)N=c1sc2c(C)cc(C)cc2n1CC(=O)OC	-1	-4	1	1	1	30	1	16	7
CCCCOc1ccc(C2C(=O)N(C3CCCCC3)CC(=O)N2CC2CCCO2)cc1 (stereo not given)	8	17	5	-2	4	10	16	-2	23
CCN(CC)CC(=O)Nc1ccccc1SCC(=O)Nc1ccsc1C(=O)OC	3	-4	0	1	1	10	6	-1	-14
CC(OC(=O)CN1C(=O)C2CC=CCC2C1=O)C(=O)Nc1ccc(F)cc1Cl (stereo not given)	9	-4	-15	-1	15	-9	-2	19	0
O=C(COc1cccc(-n2cnnn2)c1)NCCC1=CCCCC1	9	-1	2	-4	8	-3	-2	5	13
COc1ccc(-n2c(C)ccc2-c2ccccc2)cn1	-11	1	8	-25	8	-8	8	2	10
COc1ccc(-c2cccc(-c3cc(=O)oc4ccc(C(C)(C)C)cc34)c2)cc1	-6	1	.	1	-2	9	34	.	.
CN1CCN(CCCOc2ccc(-c3ccccc3)cc2)CC1	5	-4	-8	2	11	6	11	26	-12
Cc1cc(/C=N/n2c(COc3ccccc3)nc3ccccc3c2=O)c(O)c([N+](=O)[O-])c1	14	-23	-19	20	-3	-10	21	8	-34
COC(=O)C(CCSC)NC(=O)CNS(=O)(=O)c1ccc(F)cc1 (stereo not given)	14	-4	-2	-1	-1	-9	2	16	-5
C=CCn1c(CSCc2ccccc2)nnc1SCC(=O)NCc1ccccc1	7	-7	4	3	3	-20	8	10	-12
CCCn1c(SCC(=O)N2CCN(S(=O)(=O)c3ccc(Cl)cc3)CC2)n[nH]c1=O	11	0	-9	0	-6	10	14	-6	-19
Cc1ccc(NC(=O)C(C)[n+]2ccccc2)cc1[N+](=O)[O-] (stereo not given)	15	-13	-6	0	3	-3	-20	9	-7
Cc1ccc(S(=O)(=O)Nc2ncnc3sccc23)cc1C	-6	-4	4	-26	-4	0	-4	-5	-13
COc1ccc(S(=O)(=O)N2CN3CCN(C3)C2)cc1OC	10	1	-10	3	-4	-5	1	21	-17
COc1ccc(N(C(=O)CNC(=O)c2cccs2)C(C(=O)NCC2CCCO2)c2ccccc2)cc1OC (stereo not given)	10	6	-3	1	2	-4	-4	10	9
Cc1nc2ccc(NS(=O)(=O)c3c(F)cccc3F)cc2s1	-12	-5	-9	52*	9	-1	-5	-3	-9
(next part)
SMILES	SENP8 block-1	HKDC1 inhibitor	SENP8 block-2	SENP1 inh	SENP7 inh	PfGluPho inh	Apaf1 inhib	NLRP3 yeast inh	SENP6 block
Cc1ccc(Cn2c(=O)sc3ccccc3c2=O)cc1	11	-5	-2	0	24	-5	-2	49	-49
CN1CCN(C(=O)c2ccc3ccccc3c2)CC1	15	-2	-4	1	11	-3	-1	18	11
COC(=O)c1ccccc1NC(=O)CN1CCN(C(=O)c2ccco2)CC1	2	-5	2	-1	1	-23	1	11	-4
CN(Cc1ccccc1)C(=O)c1ccc(NC(=O)Cc2ccc(NC(=O)C3CCN(C(=O)C4CCC4)CC3)cc2)cc1	19	-8	.	1	.	-21	.	.	.
CC(NC(=O)c1ccc2ccccc2n1)c1ccccc1 (stereo not given)	9	-1	10	-2	-2	7	6	8	-13
CCOc1cc(C2NC(=O)NC(C)=C2C(=O)OCC2CCCCC2)ccc1O (stereo not given)	10	2	6	1	-2	-15	10	15	4
CCn1c(SCC(=O)N2CCOCC2)nc2c(c1=O)SC(C)C2 (stereo not given)	22	-7	-3	0	2	-1	-2	20	0
Cc1onc(-c2c(Cl)cccc2Cl)c1C(=O)NC1CCCCC1	15	-4	-3	1	2	-11	15	-13	-20
COc1cc2nc(CCc3ccccc3)oc(=O)c2cc1OC	-12	4	-3	0	5	11	3	-11	-11
CCOc1ccc(N(CC(=O)Nc2ccc(Br)cc2)S(C)(=O)=O)cc1	6	-5	-2	-2	2	12	6	16	4
COc1ccc(C(=O)N2CCOCC2)cc1S(=O)(=O)N1CCCc2ccccc21	6	-4	6	1	0	0	-6	11	14
Cn1c(=O)n(C)c2cc(S(=O)(=O)Nc3ccccc3O)ccc21	11	-5	1	2	5	-1	-16	8	-3
Cc1ccc(N(Cc2ccccc2)C(=O)c2cccc(S(=O)(=O)N3CC(C)OC(C)C3)c2)cc1 (stereo not given)	10	-1	-8	-2	7	4	30	8	-11
Cc1nc(C(=O)Nc2cccc(Cl)c2)nn1-c1cc(OC(C)C)c(Cl)cc1Cl	12	10	2	-3	0	8	11	-4	-9
COc1ccc2c(c1)c(=O)oc1cc(OCC(=O)N3CCc4ccccc4C3)ccc12	-276	9	-9	-2	-11	-14	25	7	-9

2 of the compounds above, field by field.
Molecule: CN1CCN(C(=O)c2ccc3ccccc3c2)CC1
  SENP8 block-1: 15	HKDC1 inhibitor: -2	SENP8 block-2: -4	SENP1 inh: 1	SENP7 inh: 11	PfGluPho inh: -3	Apaf1 inhib: -1	NLRP3 yeast inh: 18	SENP6 block: 11
Molecule: COC(=O)c1ccccc1NC(=O)CN1CCN(C(=O)c2ccco2)CC1
  SENP8 block-1: 2	HKDC1 inhibitor: -5	SENP8 block-2: 2	SENP1 inh: -1	SENP7 inh: 1	PfGluPho inh: -23	Apaf1 inhib: 1	NLRP3 yeast inh: 11	SENP6 block: -4

Screening results deposited in PubChem by Sanford-Burnham Center for Chemical Genomics.

Compounds as they come, and some 4.1% of all compounds hit somewhere here.
